Screening results from PubChem.
ARFGAP1 inh: inhibitors of rat ARFGAP1; 360,000 compounds, 0.26% hits; Arfgap1-stimulated ARF1 GTP hydrolysis, GDP FP detection; inhibition, % at 16.5 µM; Q62848;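 active = inhibition above a per-plate limit, mean inhibition of low control wells plus 3 SD, cut at about 25% in these data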;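 note: 0% = DMSO wells with enzyme and 100% = wells lacking Arfgap1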
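System: truncated rat Arfgap1 GAP domain / Medium: HEPES-based buffer, pH 7.5 / Also added: N-terminally truncated human ARF1-GTP substrate / Incubation: enzyme reaction 120 min at 25 °C after 20 min preincubation / Measured by: FP of antibody-bound GDP Alexa 633 tracer, ex 620/em 688 nm / Replicates: singlicate, each compound tested once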
TDP2 inh: TDP2 (human) inhibition, absorbance primary screen | 370,000 compounds, 0.34% hits | inhibition, % at 12.8 µM | recombinant TDP2, T5PNP hydrolysis, p-nitrophenol absorbance 415 nm | O95551;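 active = inhibition above the mean of all tested compounds plus 3 SD, set per campaign, cut at about 25% in these data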;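 note: 0% = DMSO with enzyme and 100% = buffer with substrate but no TDP2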
Target sequence (O95551 whole entry, looked up): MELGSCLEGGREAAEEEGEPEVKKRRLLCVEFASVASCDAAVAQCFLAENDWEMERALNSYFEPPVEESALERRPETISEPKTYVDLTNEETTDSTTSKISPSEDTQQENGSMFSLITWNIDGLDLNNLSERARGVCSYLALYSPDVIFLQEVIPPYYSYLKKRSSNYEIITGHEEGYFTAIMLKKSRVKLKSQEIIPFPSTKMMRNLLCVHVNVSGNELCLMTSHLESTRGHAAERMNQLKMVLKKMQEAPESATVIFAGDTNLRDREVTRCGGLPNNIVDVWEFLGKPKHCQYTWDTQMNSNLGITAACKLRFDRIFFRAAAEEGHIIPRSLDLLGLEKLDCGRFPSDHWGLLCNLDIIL
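System: recombinant human TDP2 / Amount: 120 nM TDP2 per well / Also added: 5 mM T5PNP chromogenic substrate / Doses: 12.8 µM single point, 1% DMSO / Incubation: 2 h at 37 °C / Detection: p-Nitrophenol epi absorbance / Evaluation: % inhibition relative to enzyme-containing and enzyme-free wells / Repeats: singlicate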
PLCg1 inh: PLC-gamma1 (human) inhibition, primary screen. P19174. purified PLC-gamma1, fluorogenic substrate, fluorescence. inhibition, % at 12.2 µM. 370,000 compounds, 0.84% hits; in the data active = inhibition above about 9.5%
ADAM17 inh: inhibits human ADAM17. 370,000 compounds, 0.83% hits. inhibition, % at 6.95 µM. recombinant ADAM17, EDANS/DABCYL FRET peptide cleavage;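 active = inhibition above the mean of compounds lying between control limits plus 3 SD, set per campaign, cut at about 8.5% in these data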;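 note: 0% = DMSO-only wells as the low control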
Target sequence (P78536 215-824 limits assumed): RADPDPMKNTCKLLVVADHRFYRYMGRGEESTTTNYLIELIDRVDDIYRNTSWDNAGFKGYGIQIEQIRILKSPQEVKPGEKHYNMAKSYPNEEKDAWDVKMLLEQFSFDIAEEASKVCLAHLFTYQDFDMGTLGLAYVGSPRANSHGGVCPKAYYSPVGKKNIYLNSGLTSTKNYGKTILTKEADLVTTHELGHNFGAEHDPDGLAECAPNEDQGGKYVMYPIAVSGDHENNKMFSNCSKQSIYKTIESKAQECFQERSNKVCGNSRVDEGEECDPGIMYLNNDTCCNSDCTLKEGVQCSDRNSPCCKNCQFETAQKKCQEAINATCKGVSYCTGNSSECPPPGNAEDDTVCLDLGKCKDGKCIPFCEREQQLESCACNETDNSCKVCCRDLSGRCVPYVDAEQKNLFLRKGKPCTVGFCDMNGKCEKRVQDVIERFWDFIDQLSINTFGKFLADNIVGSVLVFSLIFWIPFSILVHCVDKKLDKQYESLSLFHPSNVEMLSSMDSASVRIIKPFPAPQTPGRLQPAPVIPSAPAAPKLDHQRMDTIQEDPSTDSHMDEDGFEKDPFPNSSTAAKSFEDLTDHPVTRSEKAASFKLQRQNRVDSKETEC
SIAE inh: blocks human sialic acid acetylesterase; Q9HAT2; SIAE FP-Rh probe binding, fluorescence polarization; inhibition, % at 9.66 µM; 370,000 compounds, 0.69% hits; AID 1053197;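 active = inhibition above a cutoff: mean of compounds within the control limits plus 3 SD of those, cut at about 17% in these data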;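 note: 0% = plate median of compound wells and 100% = probe without SIAE protein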
ASAP1 inh: blocks human ASAP1-stimulated Arf1 GTP hydrolysis; inhibition, % at 16.5 µM; 360,000 compounds, 0.19% hits; Q9ULH1; GDP FP detection; in the data active = inhibition above about 25%;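 note: 0% = vehicle with enzyme and substrate and 100% = no enzyme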
DDE Tn6 FP inh: inhibitors of Tn6 peptide binding to human fibrin DD(E); P02675; Fibrin DD(E) TRITC-Tn6 fluorescence polarization displacement; inhibition, % at 8.3 µM; 370,000 compounds, 0.21% hits;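 active = inhibition above a per-campaign cutoff: mean of compounds within control limits plus 3 SD, cut at about 15% in these data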;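 note: 0% = median of all compound wells on the plate and 100% = blocking peptide control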
PLC-beta3 inh: PLC-beta3 (human) inhibition, primary screen. Purified PLC-beta3, fluorogenic substrate, fluorescence. Q01970. inhibition, % at 12.2 µM. 370,000 compounds, 0.18% hits; in the data active = inhibition above about 11%;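 note: 0% = median of compound wells on plate and 100% = full blocker control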
Tn7 DDE FP: DD(E)-Tn7 binding inhibition, primary FP screen. P02675. 370,000 compounds, 0.13% hits. AID 720508. inhibition, % at 8.3 µM. FP displacement of FITC-Tn7 peptide from fibrin DD(E); 0% = median of compound wells per plate;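 active = inhibition above the mean of compounds falling within the control limits plus 3 SD of them, cut at about 14% in these data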;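 note: 0% = plate median of compound wells and 100% = 10 µM Aha-Tn7 peptide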
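system = human fibrin DD(E) protein | quantity = DD(E) 2 µM final | medium = Tris/NaCl/CaCl2 buffer, pH 7.8 | also added = labelled Tn7 tracer, 0.1 µM | compound dosing = single point at 8.3 µM | timing = compound with protein 10 min, then 3 h after probe, room temperature | signal = FP measurement | benchmarks = Aha-Tn7 high control | repeats = one replicate per compound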
ADAM10 inh: inhibits human ADAM10; O14672; recombinant ADAM10, EDANS/DABCYL FRET peptide cleavage, 3 h; inhibition, % at 7 µM; 370,000 compounds, 0.62% hits; AID 720582;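 active = inhibition above a per-campaign cutoff equal to the mean of compounds falling between control-based bounds plus 3 SD, cut at about 20% in these data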;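 note: 0% = DMSO wells while the 100% control is not disclosed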
Active calls of the source: *; . = not tested or not shown. No enrichment for hits; overall some 3.6% were active at least once.

SMILES | ARFGAP1 inh | TDP2 inh | PLCg1 inh | ADAM17 inh | SIAE inh | ASAP1 inh | DDE Tn6 FP inh | PLC-beta3 inh | Tn7 DDE FP | ADAM10 inh
CCOc1ccc(S(=O)(=O)/N=C(/Nc2ccc(C(C)=O)cc2)c2ccccc2)cc1 | -13 | -3 | 6 | 6 | 12 | 11 | 2 | 5 | -2 | 1
COc1ccc(N2CCN(C(=O)CCSCc3ccccc3F)CC2)cc1 | -5 | -5 | -3 | -2 | 7 | -34 | 0 | -6 | 1 | -4
Cc1ccc2c(c1)[C@H]1[C@H](CO2)[C@H](c2ccccc2)[C@]2(C)C(=O)N(Cc3ccco3)CC(=O)N12 | -3 | -4 | -2 | 0 | -6 | 8 | -1 | -6 | -5 | -1
Cc1ccc(C(=O)N2CC(=O)Nc3ccc(C)cc3C2c2ccccc2)cc1 (stereo not drawn) | -3 | 7 | 1 | 2 | 2 | 2 | -3 | -2 | -4 | -8
COCCn1c(C)cc(C(=O)COC(=O)Cc2n[nH]c(=O)c3ccccc23)c1C | 1 | -4 | -3 | -2 | -2 | 0 | 4 | -3 | -4 | -1
CCn1c(/C=C2\C(=O)N(C(C)C)c3ccccc32)nc2ccccc2c1=O | -2 | -14 | -3 | 3 | -3 | -22 | -13 | -8 | -4 | 2
Cn1cc(CC(=O)Nc2ccc(Nc3cccnc3)c(Br)c2)c2ccccc21 | 8 | 1 | -3 | 2 | 12 | -3 | 0 | -3 | 4 | 12
c1ccc2c(c1)nc1n2CCN1CCN1CCCC1 | 10 | -5 | 6 | -1 | -2 | 16 | 2 | 7 | -4 | 11
O=c1c2cnn(-c3ccccc3)c2nc(-c2cccs2)n1-c1cccc(Cl)c1 | -2 | 10 | -11 | -2 | -9 | 5 | -5 | -7 | -3 | 4
COc1ccc(-c2c(N)nnc3c2[nH]c2ccccc23)cc1OC | 0 | -8 | -163 | -66 | 0 | -6 | 2 | -204 | -7 | -218
Cc1ccc(-c2nc3c4ccccc4ccn3c2Cc2ccsc2)cc1 | 11 | 4 | -15 | -9 | -4 | 2 | 1 | -29 | 2 | -36
C/C(=N/NC(=O)c1ccc(Br)o1)c1cccc(NC(=O)c2ccc(C)o2)c1 | 7 | 0 | -1 | -3 | 1 | 7 | 0 | -3 | 2 | -10
CC(=O)Nc1ccc(S(=O)(=O)NCC(=O)OCC(=O)NC(=O)c2cccn2C)cc1 | 4 | -14 | -14 | -7 | 3 | -9 | 10 | -23 | 2 | -9
CCOC(=O)N1CCC(NC(=O)C2CCN(S(=O)(=O)c3cccs3)CC2)CC1 | -4 | 1 | 0 | -3 | -1 | 4 | 9 | 3 | -2 | -1
O=S(=O)(Nc1cccc(S(=O)(=O)N2CCOCC2)c1)c1cccs1 | -1 | 1 | 1 | -4 | 5 | 4 | -4 | -3 | -8 | -1
CCOC(=O)c1nnn(CC(=O)N2N=C(c3ccc(Cl)cc3)CC2c2ccccc2)c1C(=O)OCC (stereo not drawn) | 1 | -7 | -1 | -2 | -9 | -8 | 5 | 0 | 0 | -5
N#Cc1c(NC(=O)C2C3C=CC(C3)C2C(=O)O)sc2c1CCCCC2 (stereo not drawn) | 22 | -5 | -2 | -3 | 5 | 2 | -9 | 0 | 3 | 3
COc1ccc(-c2csc(NC(=O)CSc3nc(SC)ns3)n2)cc1 | 6 | -7 | 5 | 15* | -41 | 9 | -5 | 1 | 2 | 33*
Cc1cccc(NC(=O)CN2C(=O)S/C(=C\c3ccc(O)c([N+](=O)[O-])c3)C2=O)c1 | -4 | -14 | 8 | 5 | 9 | 3 | -4 | 10 | 4 | 8
Cc1nn(CC(=O)NC2CCS(=O)(=O)C2)c(C)c1[N+](=O)[O-] (stereo not drawn) | 2 | 8 | 2 | -1 | 6 | 2 | -6 | 1 | -10 | -6
O=C(CN1C(=O)CCC1=O)Nc1nc(-c2ccc3ccccc3c2)cs1 | 10 | -3 | -2 | 2 | -29 | -4 | 3 | -3 | 2 | 2
O=C(COCc1cc(-c2ccc3c(c2)OCO3)on1)Nc1cccnc1 | -1 | 5 | -1 | -2 | -12 | 3 | -2 | -4 | -6 | -5
O=C(C[C@@H]1C/C=C/CC[C@@H](Cc2ccc(F)cc2)C(=O)O[C@@H](c2ccccc2)CNC1=O)NCCO | 0 | -10 | 3 | -3 | -1 | -15 | 9 | 1 | 5 | -1
O=C(NC(=C(Cl)Cl)S(=O)(=O)c1ccc(Cl)cc1)c1ccccc1 | 7 | -3 | -1 | -5 | -3 | -1 | 8 | -8 | -2 | -6
Cc1ccc(S(=O)(=O)NCCC(=O)Nc2cc(S(=O)(=O)N(C)C)ccc2C)cc1C | -10 | 8 | 1 | -2 | -4 | 8 | 6 | 0 | -4 | 3

Structural class: those above containing fluorine
SMILES | ARFGAP1 inh | TDP2 inh | PLCg1 inh | ADAM17 inh | SIAE inh | ASAP1 inh | DDE Tn6 FP inh | PLC-beta3 inh | Tn7 DDE FP | ADAM10 inh
COc1ccc(N2CCN(C(=O)CCSCc3ccccc3F)CC2)cc1 | -5 | -5 | -3 | -2 | 7 | -34 | 0 | -6 | 1 | -4
O=C(C[C@@H]1C/C=C/CC[C@@H](Cc2ccc(F)cc2)C(=O)O[C@@H](c2ccccc2)CNC1=O)NCCO | 0 | -10 | 3 | -3 | -1 | -15 | 9 | 1 | 5 | -1

Back to the main list, repeating the six entries before the break.
SMILES | ARFGAP1 inh | TDP2 inh | PLCg1 inh | ADAM17 inh | SIAE inh | ASAP1 inh | DDE Tn6 FP inh | PLC-beta3 inh | Tn7 DDE FP | ADAM10 inh
Cc1nn(CC(=O)NC2CCS(=O)(=O)C2)c(C)c1[N+](=O)[O-] (stereo not drawn) | 2 | 8 | 2 | -1 | 6 | 2 | -6 | 1 | -10 | -6
O=C(CN1C(=O)CCC1=O)Nc1nc(-c2ccc3ccccc3c2)cs1 | 10 | -3 | -2 | 2 | -29 | -4 | 3 | -3 | 2 | 2
O=C(COCc1cc(-c2ccc3c(c2)OCO3)on1)Nc1cccnc1 | -1 | 5 | -1 | -2 | -12 | 3 | -2 | -4 | -6 | -5
O=C(C[C@@H]1C/C=C/CC[C@@H](Cc2ccc(F)cc2)C(=O)O[C@@H](c2ccccc2)CNC1=O)NCCO | 0 | -10 | 3 | -3 | -1 | -15 | 9 | 1 | 5 | -1
O=C(NC(=C(Cl)Cl)S(=O)(=O)c1ccc(Cl)cc1)c1ccccc1 | 7 | -3 | -1 | -5 | -3 | -1 | 8 | -8 | -2 | -6
Cc1ccc(S(=O)(=O)NCCC(=O)Nc2cc(S(=O)(=O)N(C)C)ccc2C)cc1C | -10 | 8 | 1 | -2 | -4 | 8 | 6 | 0 | -4 | 3
Cc1nc(C(=O)Nc2ccccc2Cl)cc2c1[nH]c1ccccc12 | 1 | 8 | -12 | -7 | -14 | 15 | 4 | -15 | 0 | -8
COC(=O)C1CCN(CCCOc2ccc(CN3CCN(c4ccc([N+](=O)[O-])cc4)CC3)cc2)CC1 | 4 | -1 | 0 | 0 | -4 | 13 | 8 | 0 | 1 | 7
CCOc1ccccc1OCC(=O)O | -10 | -14 | 7 | 0 | -6 | -9 | 3 | 5 | -5 | 9
CC1CCN(c2nc(-c3ccccc3)cc(C(F)(F)F)n2)CC1 | 11 | -8 | 1 | -6 | -4 | 2 | -7 | 5 | -7 | -19
CC1c2ccccc2SC(CCCN(C)C)c2ccccc21 (stereo not drawn) | 15 | 0 | 4 | 1 | 0 | -1 | 3 | -1 | -2 | -2
O=C(COC(=O)c1ccc(Sc2ncn[nH]2)c([N+](=O)[O-])c1)Nc1ccc(Cl)c(Cl)c1 | . | 4 | 2 | 10.0* | -17 | . | -4 | -2 | 4 | 20*
C#CCOCCOCCOCCNc1nc(N2CCOCC2)nc(N2CCN(C(=O)[C@H](CCC(=O)O)n3cc([C@@H](N)CCCCN)nn3)CC2)n1 | 8 | 9 | 1 | 2 | -2 | -10 | -1 | 8 | -8 | -3
CC1(C)C2CCC1(CS(=O)(=O)N1CCOCC1)C(=O)C2 (stereo not drawn) | 10 | 1 | 2 | -6 | -1 | 5 | 3 | 1 | -8 | -1
CN(C)Cc1cc2ccccc2c2c1COC2 | -9 | 5 | -1 | -4 | -2 | -11 | 5 | -6 | 3 | -5
CC1CN(C(=O)COC(=O)c2cc(=O)c3ccccc3o2)CC(C)O1 (stereo not drawn) | 16 | 2 | 1 | 0 | -6 | 7 | 3 | -5 | -8 | 9
NC(=O)c1ccc(NC(=O)COC(=O)c2c[nH]c3ccccc23)cc1 | 5 | 2 | 0 | -2 | -43 | 16 | 1 | 3 | 4 | 3
CCOC(=O)C(CCCCCCP(=O)(c1ccccc1)c1ccccc1)NC(C)=O (stereo not drawn) | 14 | 2 | 2 | -4 | -2 | -11 | -3 | -5 | 0 | 0
CCN(CC)CC(=O)Nc1cc(N(C)C)nc2ccccc12 | -8 | 12 | -16 | -62 | 0 | 3 | 0 | -19 | 9 | -140
NC(=O)[C@H]1CC2(CC(c3cccc(NC(=O)c4ccccc4)c3)=NO2)CN1C(=O)[C@H]1CCC(=O)N1 (stereo partly drawn) | -12 | 9 | 1 | -3 | 3 | 9 | -5 | 1 | 8 | -5
N#Cc1ccc(NC(=O)Cn2cnc(S(=O)(=O)N3CCCCC3)c2)cc1 | -2 | 3 | 5 | 0 | -1 | -6 | 5 | -5 | 4 | 6
Cc1cc(NS(=O)(=O)c2ccc(NC(=O)/C=C/c3c(F)cccc3Cl)cc2)nc(C)n1 | 9 | -4 | -6 | -1 | -25 | 9 | 2 | -12 | 2 | 5
Cc1cccc(NC(=O)NNC(=O)c2ccccn2)c1 | -2 | 3 | 0 | -3 | -6 | -11 | 0 | -8 | 3 | 4
CN(C)c1ccc(/C=N/NC(=O)c2ccc(Cl)cc2)cc1 | -9 | -3 | -458 | 2 | 11 | 0 | -5 | -372 | -4 | 1
